# FAS-TE inh – FAS thioesterase domain inhibitors, primary screen, biochemical, fluorescence intensity, uHTS. Fatty acid synthase (Homo sapiens), P49327. recombinant FAS-TE, OMFH fluorogenic substrate, fluorescence endpoint. inhibition, % at 15 µM. actives 0.67% (n = 360,000). AID 602261, 2012;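 active = compounds whose normalised, plate-corrected inhibition of enzyme fluorescence in the single-dose primary screen is 50% or more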;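 also: 0% = DMSO with enzyme and 100% = substrate without enzyme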
# Target sequence (P49327 whole entry, looked up, the tested form may be a part): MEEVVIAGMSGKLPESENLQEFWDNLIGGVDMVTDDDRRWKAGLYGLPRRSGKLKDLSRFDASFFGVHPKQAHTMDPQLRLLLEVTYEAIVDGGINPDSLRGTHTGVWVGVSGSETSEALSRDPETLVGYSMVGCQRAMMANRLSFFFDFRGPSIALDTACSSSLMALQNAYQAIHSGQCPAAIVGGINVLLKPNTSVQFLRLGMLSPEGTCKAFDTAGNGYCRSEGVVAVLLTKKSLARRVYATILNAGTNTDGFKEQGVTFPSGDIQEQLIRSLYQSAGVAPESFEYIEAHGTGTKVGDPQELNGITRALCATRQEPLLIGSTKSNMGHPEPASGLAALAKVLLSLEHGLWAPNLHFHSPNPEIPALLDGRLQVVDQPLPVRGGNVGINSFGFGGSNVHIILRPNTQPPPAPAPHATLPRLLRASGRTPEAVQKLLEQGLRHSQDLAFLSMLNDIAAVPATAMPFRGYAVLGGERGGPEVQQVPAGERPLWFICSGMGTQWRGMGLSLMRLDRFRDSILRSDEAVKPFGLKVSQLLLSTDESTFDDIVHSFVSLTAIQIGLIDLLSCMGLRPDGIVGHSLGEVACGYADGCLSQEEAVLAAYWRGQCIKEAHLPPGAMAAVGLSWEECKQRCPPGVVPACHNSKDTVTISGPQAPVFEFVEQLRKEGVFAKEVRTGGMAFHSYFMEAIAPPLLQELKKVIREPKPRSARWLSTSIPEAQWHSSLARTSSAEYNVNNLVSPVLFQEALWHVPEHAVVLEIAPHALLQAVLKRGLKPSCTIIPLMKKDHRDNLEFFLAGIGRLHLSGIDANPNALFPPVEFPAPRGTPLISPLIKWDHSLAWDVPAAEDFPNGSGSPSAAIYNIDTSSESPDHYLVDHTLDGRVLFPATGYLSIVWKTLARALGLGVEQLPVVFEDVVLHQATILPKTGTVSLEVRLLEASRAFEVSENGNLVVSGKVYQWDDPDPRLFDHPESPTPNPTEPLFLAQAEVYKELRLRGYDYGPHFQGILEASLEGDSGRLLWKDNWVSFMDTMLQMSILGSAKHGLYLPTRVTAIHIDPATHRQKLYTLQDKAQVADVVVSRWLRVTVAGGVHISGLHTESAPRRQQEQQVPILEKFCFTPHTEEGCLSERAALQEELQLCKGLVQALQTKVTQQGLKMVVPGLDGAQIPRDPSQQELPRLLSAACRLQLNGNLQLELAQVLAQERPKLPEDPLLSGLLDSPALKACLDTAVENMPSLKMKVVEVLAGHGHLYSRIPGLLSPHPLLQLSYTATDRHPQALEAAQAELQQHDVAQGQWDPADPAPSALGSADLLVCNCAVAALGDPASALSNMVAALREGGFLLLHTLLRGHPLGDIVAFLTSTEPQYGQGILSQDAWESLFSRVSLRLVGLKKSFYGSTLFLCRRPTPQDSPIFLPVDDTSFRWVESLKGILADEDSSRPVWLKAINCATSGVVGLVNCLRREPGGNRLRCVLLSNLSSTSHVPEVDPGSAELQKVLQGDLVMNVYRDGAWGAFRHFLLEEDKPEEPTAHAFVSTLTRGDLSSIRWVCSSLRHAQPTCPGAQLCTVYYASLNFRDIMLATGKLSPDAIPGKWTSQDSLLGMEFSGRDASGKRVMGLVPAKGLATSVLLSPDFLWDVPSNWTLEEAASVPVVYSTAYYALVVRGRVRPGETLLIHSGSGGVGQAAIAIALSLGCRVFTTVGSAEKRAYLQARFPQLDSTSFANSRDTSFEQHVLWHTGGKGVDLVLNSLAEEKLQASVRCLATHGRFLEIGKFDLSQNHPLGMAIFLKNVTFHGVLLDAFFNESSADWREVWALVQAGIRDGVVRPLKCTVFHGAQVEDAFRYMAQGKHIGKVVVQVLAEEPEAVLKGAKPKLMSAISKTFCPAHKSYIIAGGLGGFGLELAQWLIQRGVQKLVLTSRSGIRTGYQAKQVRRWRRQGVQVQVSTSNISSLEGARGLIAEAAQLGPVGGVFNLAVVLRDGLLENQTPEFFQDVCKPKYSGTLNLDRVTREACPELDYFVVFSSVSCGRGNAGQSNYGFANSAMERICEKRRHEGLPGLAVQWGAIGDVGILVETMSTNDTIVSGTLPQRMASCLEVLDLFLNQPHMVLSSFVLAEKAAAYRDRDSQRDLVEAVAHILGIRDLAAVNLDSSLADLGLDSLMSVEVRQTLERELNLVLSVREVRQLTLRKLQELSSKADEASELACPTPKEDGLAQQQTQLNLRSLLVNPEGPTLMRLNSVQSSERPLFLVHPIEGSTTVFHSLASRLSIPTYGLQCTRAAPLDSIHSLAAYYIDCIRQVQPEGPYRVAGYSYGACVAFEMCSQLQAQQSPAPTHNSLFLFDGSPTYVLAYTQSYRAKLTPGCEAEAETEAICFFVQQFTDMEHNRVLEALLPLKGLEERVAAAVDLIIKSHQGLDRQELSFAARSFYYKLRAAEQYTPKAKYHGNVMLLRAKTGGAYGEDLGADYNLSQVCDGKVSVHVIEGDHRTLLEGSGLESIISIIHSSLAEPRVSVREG
# MsrA act – bovine MsrA enzyme activators, primary screen, biochemical, absorbance, HTS. AID 602163, 2012. activation, % at 10.6 µM. purified bovine MsrA, absorbance read-out. actives 0.3% (n = 360,000); in the data active = activation above about 7.5%;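 also: 0% = vehicle and 100% = reference activator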
# MT1-MMP act inh – blockers of MT1-MMP proenzyme processing, primary screen, HT1080 RFP-PRO-GFP cells, GFP/RFP fluorescence | Matrix metalloproteinase-14 (Homo sapiens), P50281 | GFP/RFP ratio fluorescence, overnight; percent of plate control window, DMSO zero | GFP/RFP ratio change, % at 20 µM | actives 0.061% (n = 360,000);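 active = GFP/RFP ratio change of at least 30% with cell ATP level not reduced by more than half and red fluorescence within 50% of control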; also: strong numbers were not always called active
#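 Material: RFP-PRO-GFP reporter HT1080 cells. Dosing: single-point 20 µM compound, 1% DMSO. Controls: DMSO and RFP-L50D-GFP cell wells. Timing: cells overnight before dosing, compound overnight, 37 °C, 5% CO2. Measure: GFP/RFP fluorescence ratio.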
# MLLE-PAM2 inh – inhibitors of PABP1 MLLE–PAM2 peptide binding, primary screen, biochemical, fluorescence polarization, FITC-PAM2, GST-MLLE | inhibition, % at 20 µM | AID 588489, 2011 | actives 0.36% (n = 360,000) | Polyadenylate-binding protein 1 (Homo sapiens), P11940; in the data active = inhibition above about 35%, passing the limit was not always enough;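 also: plate controls were DMSO wells with GST-MLLE for no effect and wells lacking GST-MLLE protein for full effect; some results filed as inactive read as strong as hits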
# SKN-1 inh – suppressors of acrylamide-induced Pgst-4::GFP reporter in worms, primary screen, SKN-1 inhibitor project, whole organism, uHTS, GFP/RFP fluorescence ratio, strain VP596; C. elegans VP596 Pgst-4::GFP/RFP ratio, 24 h; actives 0.49% (n = 360,000); inhibition, % at 21.8 µM;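 active = interference check ratio from 0.5 to 1.5 plus GFP to RFP signal ratio inhibition reaching or exceeding a fixed threshold, cut at about 30% in these data, passing the limit was not always enough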; also: some compounds called inactive have numbers as strong as hits
# eLon inh – inhibitors of E. coli Lon protease, primary screen, biochemical, fluorescence polarization; P0A9M0; actives 0.42% (n = 360,000); purified E. coli Lon protease; AID 602123, 2011; inhibition, % at 7.94 µM; in the data active = inhibition above about 13%, passing the limit was not always enough;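 also: 0% = enzyme with probe and DMSO and 100% = no enzyme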
# Neddylation inh – inhibitors of cullin neddylation, primary screen, biochemical, TR-FRET, uHTS, NAE and Ubc12; NEDD8-conjugating enzyme Ubc12 (Homo sapiens) + NEDD8-activating enzyme E1 regulatory …; calls only at 25 µM; actives 0.58% (n = 360,000); in the data active = inhibition above about 36%
# CendR NRP1 mod – modulators of CendR peptide binding to NRP-1, primary screen, biochemical, fluorescence polarization, uHTS; Neuropilin-1 (Homo sapiens), O14786; FAM-RPARPAR peptide binding to NRP-1; inhibition, % at 25 µM; actives 0.85% (n = 360,000); AID 602438, 2012;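 active = inhibition or corrected inhibition above about 18%, plus a signal ratio from 0.5 to 1.5, limit read from the data, passing the limit was not always enough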; also: strong numbers were not always called active
# Rin1-Abl PPI inh – inhibitors of Rin1-Abl protein binding, primary screen, biochemical, TR-FRET. Tyrosine-protein kinase ABL1 (Homo sapiens) + Ras and Rab interactor 1 (Homo sapiens), …. inhibition, % at 7.35 µM. actives 0.4% (n = 360,000); in the data active = inhibition above about 5%, passing the limit was not always enough
# * hit, by the source's call; i = inactive; / = no result given; + = active, no number.
SMILES	FAS-TE inh	MsrA act	MT1-MMP act inh	MLLE-PAM2 inh	SKN-1 inh	eLon inh	Neddylation inh	CendR NRP1 mod	Rin1-Abl PPI inh
CCc1nc2ccccc2n1Cc1cc(=O)n2cc(C)ccc2n1	-3	-2	-1	4	9	-1	i	-11	-2
COc1ccc(-c2sccc2C(C)C(=O)O)cc1 (configuration not stated)	-8	-7	-3	9	-29	-5	i	8	0
O=C(NC1CCCCC1)c1cc(-c2ccco2)on1	-8	-2	-6	-2	4	-5	i	-9	0
Cc1ccc(-n2c(C)nnc2SCC(=O)N2CCOCC2)cc1	-4	-6	-1	2	-1	0	i	4	3
Fc1cccc(C2NN=C(c3ccccc3)S2)c1 (configuration not stated)	3	-9	-3	8	31	-9	i	-7	2
CC(=O)N1CCN(S(=O)(=O)c2cccc(C(=O)OCc3ccc(C(C)(C)C)cc3)c2)CC1	88*	0	-2	6	1	10	i	4	0
CC(C)c1c(O)nc(SCCC(=O)O)[nH]c1=O	-12	-2	2	7	-8	-12	i	12	3
Cc1csc(CN(C)C(=O)C2CCC(=O)N(CCN(C)C)C2)n1 (configuration not stated)	-8	-4	0	-8	9	4	i	-1	-1
Cc1ccc2cccc(OCC(=O)N3CC(C)CC(C)C3)c2n1 (configuration not stated)	-10	-14	-1	-4	-12	1	/	-4	1
O=C(O)CCC(=O)N1N=C(c2ccccc2)CC1c1ccc(Br)cc1 (configuration not stated)	-1	-1	-1	1	-4	-5	i	8	-1
CCOc1ncccc1C(=O)OCC(=O)NCCCc1ccccc1	5	-7	3	-11	-6	-3	i	-2	0
Cn1c(Nc2cccc(Cl)c2)nc2ccccc21	5	-1	4	2	18	-10	i	1	2
COc1ccccc1C(=O)NC(=S)Nc1cc(C(=O)O)ccc1C	-1	-1	-1	33	7	5	i	-3	-1
O=C(c1cc([N+](=O)[O-])ccc1Cl)N1CCN(c2ccccc2)CC1	25	-10	7	18	3	1	i	9	1
COc1ccccc1-c1cccc([C@@H]2C[C@H]3[C@H](CON3C)CN2C(=O)C(C)(C)C)c1	-6	-6	4	-7	0	-4	i	6	-2
CN(C)CCSc1nc(N)c2c3c(sc2n1)COC(C)(C)C3	-7	-1	10	28	18	-3	i	-10	1
O=[N+]([O-])c1ccc(NC(=S)N2CCN(c3ccccn3)CC2)cc1	3	-4	6	-94	12	-1	i	5	-2
CC(C)[C@H]1COCCS(=O)(=O)N1Cc1ccccc1-c1cccc2c1oc1ccccc12	39	1	-8	7	-6	-4	i	-2	0
Cc1c(NC(=O)C2(C)CCCCC2)c(=O)n(-c2ccccc2)n1C	-6	0	1	6	26	7	i	1	-3
CN(C)S(=O)(=O)c1ccc(Cl)c(C(=O)OCC(=O)NC(=O)NC2CCCC2)c1	0	-3	0	9	20	-5	i	7	-1
Cn1c(-c2ccc(F)c(F)c2)cc2onc(-c3ccccc3)c2c1=O	-4	-3	2	-3	4	-7	i	18	-1
CCOC(=O)c1c(N)ssc1=S	-6	-7	-1	29	15	-11	i	10	0
CCOc1ccc(-c2nnc(-c3ccncc3)o2)cc1	0	-2	-6	3	19	0	/	0	-2
O=C(NCc1ccccc1Cl)c1csc([C@H]2C[C@H](O)[C@@H](CO)O2)n1	-8	-2	-2	-2	2	-3	i	1	4
Cc1cc(=O)oc2cc(NC(=O)C(C)Oc3ccccc3)ccc12 (configuration not stated)	9	-1	0	-32	-3	-3	i	-7	2
COC(=O)[C@@H]1[C@H]2C[C@H]3c4[nH]c5ccccc5c4CCN3C[C@@H]2CC[C@@H]1O	1	-2	-4	-4	11	12	i	6	-2
Cc1ccc(NS(=O)(=O)c2ccc(C(=O)NCC(c3ccco3)N3CCCCC3)cc2)cc1 (configuration not stated)	6	0	-2	11	-9	-9	i	-10	2
COc1cccc2cc(-c3csc(NC(=O)CCC(=O)NCCCN4CCC(C)CC4)n3)c(=O)oc12	-6	0	3	-21	12	9	i	-7	-7
C=CCn1c(SCc2c(C)noc2C)nnc1C1COc2ccccc2O1 (configuration not stated)	17	-1	8	-82	20	-4	i	-6	1
COC1CCN(Cc2cn(Cc3ccccc3)nc2-c2cc3ccccc3o2)CC1	6	0	6	7	3	3	i	-8	4

# (next part)
SMILES	FAS-TE inh	MsrA act	MT1-MMP act inh	MLLE-PAM2 inh	SKN-1 inh	eLon inh	Neddylation inh	CendR NRP1 mod	Rin1-Abl PPI inh
CCOc1ccc(CCN2C(=S)N([C@@H](CC(C)C)CN3CCCC3CN3C(=S)NC[C@@H]3CC(C)C)C[C@@H]2Cc2ccc(O)cc2)cc1 (some centres not stated)	-88	-6	0	-17	-7	-10	i	-5	-3
CCC(C)Sc1ccc([C@@H]2[C@@H]3C(=O)N(C)C(=O)[C@@H]3[C@]3(C(=O)OC)CCCCN23)cc1OC (some centres not stated)	5	-10	1	3	-3	0	i	4	3
O=C(O)C1Cc2ccccc2CN1C(=O)c1ccco1 (configuration not stated)	-7	-3	-6	14	-15	4	i	-28	-1
CCOc1ccc(Cn2c(=O)sc3ccccc32)cc1	42	-4	-2	11	-3	3	i	5	1
CC(C)NC(=O)N(C)C[C@H]1Oc2ccc(NC(=O)Nc3ccccc3)cc2C(=O)N([C@@H](C)CO)C[C@@H]1C	-7	-2	1	5	12	5	i	9	5
COc1ccc(S(=O)(=O)Oc2cccc(/C=N/N=C3/NC(=O)C(CC(=O)O)S3)c2)cc1 (configuration not stated)	-4	-3	3	-19	-8	-3	i	-18	1
Cc1nn(Cc2ccc(Cl)cc2)c(Cl)c1/C=N/NC(=O)c1cccnc1	0	-3	-3	7	14	0	i	-3	-1
COc1cc2c(cc1OC)CN(C(=O)CNS(=O)(=O)c1ccc(C)c(C)c1)CC2	-4	-2	-1	5	6	-1	i	-3	-1
COc1cc(OC)c(OC)cc1CNC(=O)c1cccc(S(=O)(=O)N2CCc3ccccc3C2)c1	12	-2	-3	1	-4	1	i	5	-4
CS(=O)(=O)N1CCC(C(=O)NCCN2CCN(Cc3ccccc3)CC2)CC1	-11	-5	-3	4	-2	-8	i	3	0
CCC(NC(=O)c1cc(COc2cc(C)c(Cl)c(C)c2)on1)c1ccncc1 (configuration not stated)	8	-5	-17	-6	-3	10	i	11	2
Cc1ccc(S(=O)(=O)N2[C@@H](c3ccc4c(c3)OCO4)C(C(=O)O)=C[C@H]2CC2CCCC2)cc1	3	-9	5	-4	-1	-2	i	-4	-4
CCc1c(O)nc2sc3ccccc3n2c1=O	-6	-6	-5	17	-12	-9	i	1	1
COCCCN1C(=O)N(c2ccc(F)cc2)C(=O)C1CC(=O)Nc1ccc(OC)cc1 (configuration not stated)	-4	0	0	-9	3	-2	i	-3	-1
CC(C)CC(NC(=O)C1CCCCC1)C(=O)N1CCN(c2ccccn2)CC1 (configuration not stated)	2	-6	7	-1	-19	0	i	-3	-1
CC(C)N(CCCNC(=O)Cn1c(=O)c2cccn2c2ccccc21)Cc1ccccc1	-4	-1	2	1	8	9	i	12	-2
CCC(NC(=O)c1cncc(Br)c1)c1ccccc1 (configuration not stated)	-4	-4	0	-16	-1	-2	i	0	3
CN(C)C1(CNC(=O)CC(NC(=O)c2ccccc2Cl)c2ccccc2)CCCCC1 (configuration not stated)	-2	-3	1	-1	7	1	i	3	1
CCOc1ccc(NC(=O)CNC(=O)c2ccco2)cc1	-8	-7	-2	3	-5	-4	i	14	1
COc1ccccc1N1CCN(C(=O)CNS(=O)(=O)c2ccc(Br)s2)CC1	1	-4	-2	5	-11	0	i	12	2
Cc1cc(C(=O)Nc2ccccc2N2CCOCC2)no1	-5	-1	-4	-16	7	2	i	13	2
COc1cc2ccccc2cc1C(=O)N(CCN(C)C)c1nc2c(C)cccc2s1	13	-1	-3	8	9	-1	i	-1	0
CNS(=O)(=O)c1cccc(C(=O)OCC(=O)NCc2ccccc2)c1	-6	-2	5	0	5	2	i	12	-4
CCOC(=O)C1CCN(S(=O)(=O)c2ccc3c(c2)NC(=O)CS3)CC1	-4	-6	1	-2	7	-5	i	7	2
Cc1cccc(NC(=O)/C(C#N)=C/c2ccccc2O)n1	-5	-2	-4	12	7	-12	i	1	2
Cc1sc2nc(CSc3nc4ccccc4c(=O)n3CCCN3CCOCC3)[nH]c(=O)c2c1C	-12	0	-23	-75	25	-27	i	-102	-2
COc1cc(F)cc(-c2ccc3c(c2)c(C#Cc2ccsc2)c(-c2cc(OC)cc(OC)c2)n3C)c1	39	-1	4	-18	4	0	i	-8	0
COc1ccc(C(CNC(=O)COc2ccccc2OC)N2CCCCC2)cc1 (configuration not stated)	-5	-1	1	-7	8	1	i	12	-1
Cc1ccc(/C=N\NC(=O)CCc2n[nH]c(=O)[nH]c2=O)o1	-6	-5	2	8	8	7	i	0	5
COc1ccc(NC(=O)CN(C)C(=O)Cc2ccsc2)cc1	-3	-4	2	0	13	-6	i	0	2

# 2 entries from above in another layout.
# Every second line gives: FAS-TE inh | MsrA act | MT1-MMP act inh | MLLE-PAM2 inh | SKN-1 inh | eLon inh | Neddylation inh | CendR NRP1 mod | Rin1-Abl PPI inh
CCOC(=O)C1CCN(S(=O)(=O)c2ccc3c(c2)NC(=O)CS3)CC1
    -4 | -6 | 1 | -2 | 7 | -5 | i | 7 | 2
Cc1cccc(NC(=O)/C(C#N)=C/c2ccccc2O)n1
    -5 | -2 | -4 | 12 | 7 | -12 | i | 1 | 2

# (cont.)
SMILES	FAS-TE inh	MsrA act	MT1-MMP act inh	MLLE-PAM2 inh	SKN-1 inh	eLon inh	Neddylation inh	CendR NRP1 mod	Rin1-Abl PPI inh
C[C@@H]1CN([C@@H](C)CO)C(=O)CCCn2nncc2CO[C@H]1CN(C)S(=O)(=O)c1ccccc1C#N	-14	-5	0	-6	-4	-6	i	3	1
O=C(c1ccc(Cl)cc1)C1CCN(C(=O)N2CCOCC2)CC1	-15	-1	-4	0	0	4	i	9	0
CC1CCCN(CCCNC(=O)c2ccc3c(c2)N(Cc2ccccc2F)C(=O)c2ccccc2S3(=O)=O)C1 (configuration not stated)	0	-5	-2	-20	-2	5	i	8	0
CCOC(=O)c1[nH]c2c(c1-c1ccccc1)C(=O)CC(c1ccccc1)C2 (configuration not stated)	-4	-10	/	4	9	6	i	-20	-2
CCOc1cc(/C=C/C(=O)N(CC)CC(=O)NCc2cccs2)cc(Cl)c1OC	4	0	4	6	11	-19	i	10	-1
Clc1ccc(-c2nnc(C34CC5CC(CC(C5)C3)C4)o2)cn1	5	-5	1	10	10	3	i	13	-1
C=CC(=O)Nc1cccc(Oc2ccnc3[nH]ccc23)c1	-10	-7	-1	-82	19	-11	+	4	1
Cc1ccc(OCC(=O)N2CCN(C(=O)c3cccs3)CC2)cc1	-7	3	-3	3	19	-2	i	-1	2
COc1ccc(CC(=O)Nc2ccc(C)c(S(=O)(=O)N3CCCCCC3)c2)cc1	17	-3	-6	-2	-8	0	i	5	-3
O=S(=O)(/C=C/C=C/S(=O)(=O)c1ccccc1)c1ccccc1	2	-18	-2	17	18	4	i	3	-1
O=S(=O)(NCCc1ccccn1)c1ccc(F)c(F)c1	-6	-3	-1	-2	-14	2	i	8	1
Cc1ccc(OCCCC(=O)Nc2ccc(S(=O)(=O)N3CCOCC3)cc2)cc1	8	-3	0	7	-9	0	i	-5	3
